High-throughput results from PubChem.
EPAC2 antag: qHTS for Antagonist of cAMP-regulated guanine nucleotide exchange factor 2 (EPAC2): primary screen. EPAC2 GEF exchange of Rap1B-BODIPY-GDP, fluorescence. Potency, µM (doses to about 114 µM), for the others: at the top dose activity, negative = inhibition, hits mostly inhibitors. 360,000 tested, 0.18% active; note: potency is the fitted concentration of half-maximal effect; % is set by controls: 0 for no effect and ±100 for the full control effect; nearly all actives have a fitted effect of over 45% in size; many of its hits are not listed in these tables
PI5P4Ka inh: qHTS for Inhibitors of phosphatidylinositol 5-phosphate 4-kinase (PI5P4K) | PI5P4Kalpha enzyme, ADP-Glo luminescence, 60 min; active compounds read low | Phosphatidylinositol 5-phosphate 4-kinase type-2 alpha (Homo sapiens), P48426 | AID 652105, 2013 | max response, % | 330,000 tested, 1.2% active; active = max response of -50% or lower; inconclusive = between -30% and -50%; inactive = -30% or higher; note: value at the top dose of about 77 µM; % is set by controls: 0 for no effect and ±100 for the full control effect
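PI5P4Kalpha ADP-Glo assay; 5 microM ATP final; 60 min RT reaction; HEPES pH 7.4/EGTA/CHAPS, 5% DMSO; controls lacking substrate or enzyme; luminescent end-point.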
CCT modulator: High-Throughput Screening for Modulators of Cytosolic Chaperonin Activity. purified chaperonin ATPase assay, HTRF ADP detection, 30 min. activity change, % (concentration not given with the values), hits read low. 360,000 tested, 0.3% active; in the data active = activity change below about -30%; note: % is set by controls: 0 for no effect and ±100 for the full control effect
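We incubate TRiC, 40 or 20 nM final, with library compounds at 76 uM and 10 uM ATP for 30 min at 37 °C. ADP formed is detected with Transcreener HTRF reagents after 30 min at room temperature.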
EPAC1 ag: qHTS for Agonist of cAMP-regulated guanine nucleotide exchange factor 3 (EPAC1): primary screen; Rap guanine nucleotide exchange factor 3 (Homo sapiens), O95398; EPAC1 agonist qHTS, biochemical assay; response scale: 100% = response to 6.5 mM cAMP; Potency, µM (top dose mostly 154 µM), without a hit: at the highest dose activation, most hits filed as activators; 360,000 tested, 0.073% active; AID 720707, 2013; note: potency is the fitted concentration of half-maximal effect; nearly all actives have a fitted effect of over 60% in size
Target sequence (O95398 whole entry, looked up): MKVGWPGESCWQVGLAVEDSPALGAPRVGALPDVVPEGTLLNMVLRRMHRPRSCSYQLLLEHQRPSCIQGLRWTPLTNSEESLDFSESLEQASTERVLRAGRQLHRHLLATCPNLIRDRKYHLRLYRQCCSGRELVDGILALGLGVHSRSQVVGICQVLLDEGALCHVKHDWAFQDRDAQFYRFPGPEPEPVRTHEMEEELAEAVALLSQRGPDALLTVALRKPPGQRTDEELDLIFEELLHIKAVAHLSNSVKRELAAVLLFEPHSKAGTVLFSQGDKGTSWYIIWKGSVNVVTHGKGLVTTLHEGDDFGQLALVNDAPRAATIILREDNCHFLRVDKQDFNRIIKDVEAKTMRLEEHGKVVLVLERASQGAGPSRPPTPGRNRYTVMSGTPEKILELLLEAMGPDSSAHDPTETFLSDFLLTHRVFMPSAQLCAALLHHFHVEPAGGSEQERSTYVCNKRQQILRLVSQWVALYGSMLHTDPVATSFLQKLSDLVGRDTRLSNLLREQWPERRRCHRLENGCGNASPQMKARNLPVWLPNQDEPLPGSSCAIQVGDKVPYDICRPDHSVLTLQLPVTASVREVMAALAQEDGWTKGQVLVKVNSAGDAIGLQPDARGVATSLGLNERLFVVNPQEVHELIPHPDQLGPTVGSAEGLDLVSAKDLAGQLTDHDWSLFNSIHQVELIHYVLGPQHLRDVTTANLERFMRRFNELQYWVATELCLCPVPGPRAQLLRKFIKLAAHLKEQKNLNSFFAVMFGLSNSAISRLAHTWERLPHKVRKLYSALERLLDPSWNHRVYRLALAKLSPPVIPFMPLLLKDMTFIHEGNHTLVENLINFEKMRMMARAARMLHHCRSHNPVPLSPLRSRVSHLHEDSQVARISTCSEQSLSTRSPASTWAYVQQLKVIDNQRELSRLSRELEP
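Compounds were pinned as a concentration titration into mixtures of EPAC1 (100 nM), BODIPY-GDP-loaded Rap1B (250 nM) and GDP (50 uM). After 5 min at room temperature, fluorescence was followed for 30 min; activity was scaled to 6.5 mM cAMP.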
WRN helicase inh: qHTS for Inhibitors of WRN Helicase | 360,000 tested, 0.46% active | Potency, µM (top dose mostly 114 µM), for the others: at the top dose activity change, negative = inhibition, actives largely listed as inhibitors | WRN helicase unwinding, fluorescent forked duplex, kinetic; note: potency is the fitted concentration of half-maximal effect; % is set by controls: 0 for no effect and ±100 for the full control effect; nearly all actives have a fitted effect of over 55% in size
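WRN at 20 nM final was preincubated with compound for 15 min at room temperature; reaction started with 100 nM forked duplex oligonucleotide carrying fluorophore and quencher plus 2 mM ATP (final). Unwinding followed kinetically by red fluorescence (ex 525/em 598 nm).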
MmCpn inh: Inhibitors of TCP-1 ring complex (TRiC) of Methanococcus maripaludis (MmCpn): qHTS; Chaperonin Mm-Cpn (Methanococcus maripaludis); purified Mm-Cpn ATPase, ADP Transcreener TR-FRET; Potency, µM (top dose mostly 76.9 µM), for the others: at the top dose activity, negative = inhibition, usual class: inhibitors; 330,000 tested, 0.031% active; note: potency is the fitted concentration of half-maximal effect; % is set by controls: 0 for no effect and ±100 for the full control effect; nearly all actives have a fitted effect of over 80% in size
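ATPase read-out: TR-FRET ADP immunoassay (anti-ADP Eu cryptate vs ADP-d2), ex 320 nm, em 590/665 nm; signal drops as ADP forms. Enzyme 25 nM, ATP 10 uM, 30 min at 37°C after 10 min compound preincubation.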
EPAC1 antagonist: qHTS for Antagonist of cAMP-regulated guanine nucleotide exchange factor 3 (EPAC1): primary screen; EPAC1 GEF assay, Rap1b-BODIPY-GDP exchange fluorescence; Potency, µM (doses to about 115 µM), for inactives: at the top dose activity change, negative = inhibition, hits mostly inhibitors; 360,000 tested, 0.14% active; AID 720709, 2013;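 note: potency is the fitted concentration of half-maximal effect; plate controls were vehicle for no effect and positive control for full effect; nearly all actives have a fitted effect of over 50% in size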
PLK1 PBD inh: qHTS for Inhibitors of PLK1-PDB (polo-like kinase 1 - polo-box domain): Primary Screen; Serine/threonine-protein kinase PLK1 (Homo sapiens), P53350; Plk1 PBD binding of FITC phosphopeptide, fluorescence polarization; Potency, µM, for the others: max response, negative = inhibition, actives largely listed as inhibitors; 360,000 tested, 2.8% active; note: potency is the fitted concentration of half-maximal effect; series mostly up to about 57 µM; % is set by controls: 0 for no effect and ±100 for the full control effect; nearly all actives have a fitted effect of over 65% in size
* marks the source's active call; other numbers are inactive results; ? = inconclusive; / = not tested or not shown; [ ] = remark or other dose. Unless noted, calls come from the whole dose curve; as a rule, active = well fitted curve in the direction sought with a large enough effect; inconclusive = small, poorly fitted or top-dose-only effect, or another doubt; inactive = no such curve, though single readings can be large; an effect the other way counts as inactive or inconclusive.

Below each SMILES – EPAC2 antag | PI5P4Ka inh | CCT modulator | EPAC1 ag | WRN helicase inh | MmCpn inh | EPAC1 antagonist | PLK1 PBD inh
O=C(CN1C(=O)C2CC=CCC2C1=O)Nc1nnc(SCc2ccc(F)cc2)s1 (configuration not stated)
    -9% | -3 | -3.4 | -10% | -26% | 1% | ? | -9%
Cc1cc(C(=O)NC2CCCc3c2cnn3-c2cccc(C)c2C)no1 (configuration not stated)
    2% | -4 | 0.3 | 11% | 13% | 2% | 11% | 1%
Nc1nc(Nc2ccccc2F)nc(NCc2ccccc2)c1[N+](=O)[O-]
    4% | 1 | -1.9 | 2% | -1% | 3% | -5% | -4%
O=C(COC(=O)/C=C/c1ccc(OC(F)F)cc1)NC(=O)NC1CCCCC1
    2% | -5 | -3.4 | -17% | 4% | -2% | 2% | 6%
COC(=O)C1C(=O)/C(=C/N(C)C)C(=O)CC1(C)C (configuration not stated)
    6% | -5 | -4.6 | 9% | 4% | 2% | 1% | -23%
CC1=NN2C(=N)/C(=C\c3cc(C)n(-c4cccc(C)c4)c3C)C(=O)N=C2S1
    6% | -16 | 0.2 | 4% | -19% | 1% | -13% | ?
Cc1cc(OC(C(=O)O)c2ccccc2)c2c(C)c(Cc3ccccc3)c(=O)oc2c1 (configuration not stated)
    -4% | 2 | 0.8 | -6% | -12% | -3% | 3% | -10%
Cn1ncc(N2CCN(S(=O)(=O)c3ccc(Br)cc3)CC2)c(Cl)c1=O
    -7% | -1 | -3.0 | 8% | 7% | 2% | -4% | -15%
C=CCNC(=O)c1onc(CSc2cccc(OC)c2)c1C(=O)O
    5% | -26 | -3.6 | -11% | 7% | 2% | 11% | -10%
OCCN1CCN(c2cc(C(F)(F)F)nc3c(F)cccc23)CC1
    -24% | 1 | 0.3 | -12% | 3% | 1% | -1% | -17%
Cc1cc(CN2CCN(CCC#N)CC2)c(O)c(C2(C)CCCCC2)c1
    -19% | 39 | -2.9 | 4% | -8% | -2% | -21% | -14%
Cc1ccc(C(=O)NCC(=O)N(C)Cc2cccc(F)c2)s1
    -9% | 1 | 0.3 | -37%[inhibitor] | -21% | -2% | -21% | -16%
O=C(Cc1ccc(S(=O)(=O)N2CCOCC2)s1)N1CCN(S(=O)(=O)c2cccc([N+](=O)[O-])c2)CC1
    -4% | -21 | -0.9 | 2% | 2% | -5% | -10% | -11%
CCN(CC)C(=O)Cn1c(=O)c2ccccc2n2c(=S)sc(-c3cccc(C)c3)c12
    -11% | -1 | -0.6 | -5% | -16% | 0% | -6% | ?
Cc1nn(CCCC(=O)NCc2ccccc2)c(C)c1[N+](=O)[O-]
    -2% | -4 | -0.3 | -1% | 5% | 0% | 0% | -6%
Cn1c(SCc2ccc(C(=O)Nc3nccs3)cc2)nnc1-c1ccccc1
    -1% | -6 | -3.2 | 0% | -14% | 0% | -1% | -1%
N/C(=N\OC(=O)c1cc([N+](=O)[O-])ccc1Cl)c1cccnc1
    18% | -6 | -5.7 | 1% | -21% | 0% | 8% | 1%
C=CCNC(=O)C1CCN(c2nc(C)cc(-c3ccccc3)n2)CC1
    -1% | / | -2.1 | -1% | -2% | 0% | 5% | -1%
CC(C)C[C@H]1C(=O)N2CCC[C@H]2[C@]2(O)O[C@](NC(=O)[C@@H]3C=C4c5cccc6[nH]c(Br)c(c56)CC4N(C)C3)(C(C)C)C(=O)N12 (some centres not stated)
    -24% | -9 | -0.9 | -19% | 1% | 3%[15.4 µM] | 6% | -7%
COc1ccc(-n2ccnc2CN2CCN(C3CCCC3)C(CCO)C2)cc1 (configuration not stated)
    17% | 1 | 1.1 | -13% | 5% | -1% | 3% | -1%

Below each SMILES – EPAC2 antag | PI5P4Ka inh | CCT modulator | EPAC1 ag | WRN helicase inh | MmCpn inh | EPAC1 antagonist | PLK1 PBD inh
CN1CCc2ccccc2Cc2[nH]c3ccccc3c2CC1
    3% | 3 | 1.1 | -13% | 1% | 0% | -18% | -13%
CCOC(=O)C1=C(C)OC(N)=C(C#N)C1c1ccc(O)c(OC)c1 (configuration not stated)
    2% | -9 | 0.5 | 2% | 0% | 1% | -8% | -21%
O=C(NCc1cccs1)c1ccc2sc(COCCO)nc2c1
    -11% | 2 | 0.8 | 6% | -2% | / | 0% | -7%
O=C(Nc1ccc(O)cc1)c1ccc(C(=O)c2ccccc2)o1
    -6% | -4 | -2.1 | 1% | -21% | -5% | -5% | -13%
O=C1C2C3c4ccccc4C(c4ccccc43)C2C(=O)N1Cc1ccco1 (configuration not stated)
    10% | 3 | 2.3 | 8% | -11% | 1% | -5% | -1%
Cc1cccc(NC(=O)CN2CCN(C(=O)c3c(C)nn(Cc4ccccc4)c3C)CC2)c1C
    -1% | -2 | 0.3 | 14% | -21% | 1% | -22% | -5%
COc1ccc(S(=O)(=O)Nc2ccc3c(c2)C(=O)N([C@H](C)CO)C[C@H](C)[C@@H](CN(C)C(=O)Nc2ccc(C(F)(F)F)cc2)O3)cc1
    ? | -4 | 2.4 | -16% | 0% | 3% | -5% | -1%
O=C(Cn1cnc2ccccc21)N/N=C/C(Br)=C/c1ccccc1
    10% | 6 | -0.8 | -4% | -27%[57.1 µM] | 1% | -12% | -3%
COC(=O)C(NC(C)=O)(Nc1nc2c(C)cc(C)cc2s1)C(F)(F)F (configuration not stated)
    -3% | 2 | -0.6 | 4% | 1% | -3% | -7% | ?
Cc1ccc(CCNC(=O)CN2C(=O)COc3ccc(S(=O)(=O)N4CCC(C)CC4)cc32)cc1
    -13% | 5 | 0.6 | 7% | -9% | 1% | -26% | -4%
N#CCC1c2ccccc2CCN1C(=O)Nc1ccc(Cl)cc1 (configuration not stated)
    -2% | / | -0.7 | 4% | -1% | 2% | -10% | -3%
Cc1cc(-n2c(C)cc(C(=O)COc3ccc(F)c(F)c3)c2C)no1
    -5% | 1 | 1.1 | -4% | 5% | -1% | 24% | 1%
O=C(CN(C(=O)C1CSC(=O)C1)c1cccc(F)c1)NCc1ccc2c(c1)OCO2 (configuration not stated)
    -2% | 7 | -2.8 | -6% | -1% | 1% | 10% | -2%
CCOC(=O)C(=CNc1nc2ccc(C(=O)OCC)cc2s1)C(=O)OCC
    2% | -2 | 0.1 | -14% | -2% | 1% | 9% | -7%
c1ccc(-c2ccc(OCCN3CCOCC3)cc2)cc1
    -3% | 6 | 2.0 | 12% | -1% | 1% | 8% | 5%
COc1cccc(CN2CCN(Cc3nc(-c4cccs4)oc3C)CC2CCO)c1 (configuration not stated)
    3% | -5 | -3.3 | 7% | -3% | 0% | -10% | -16%
O=C(Nc1c2c(nc3c1CCC3)CCCC2)c1ccccn1
    9% | -5 | -1.1 | 3% | 11% | 3% | 3% | -2%
Cc1cccc(NC(=O)CCCn2c(=S)[nH]c3ccccc3c2=O)c1
    -2% | 5 | 1.0 | -16% | -7% | 3% | -13% | -7%
O=C(CSc1nc2ccccc2o1)NCCOc1ccccc1
    1% | / | -0.5 | -3% | 8% | 1% | 0% | -7%
Cc1ccc(C(=O)N2CCCC(N3CCN(c4ccccc4C)CC3)C2)c(=O)[nH]1 (configuration not stated)
    8% | 2 | 0.4 | -5% | 4% | 2% | -22% | 4%

By substructure: the compounds so far containing a COOH group (two)
Below each SMILES – EPAC2 antag | PI5P4Ka inh | CCT modulator | EPAC1 ag | WRN helicase inh | MmCpn inh | EPAC1 antagonist | PLK1 PBD inh
Cc1cc(OC(C(=O)O)c2ccccc2)c2c(C)c(Cc3ccccc3)c(=O)oc2c1 (configuration not stated)
    -4% | 2 | 0.8 | -6% | -12% | -3% | 3% | -10%
C=CCNC(=O)c1onc(CSc2cccc(OC)c2)c1C(=O)O
    5% | -26 | -3.6 | -11% | 7% | 2% | 11% | -10%

Compound profiles, from the list above. Order of screens: EPAC2 antag | PI5P4Ka inh | CCT modulator | EPAC1 ag | WRN helicase inh | MmCpn inh | EPAC1 antagonist | PLK1 PBD inh
`N#CCC1c2ccccc2CCN1C(=O)Nc1ccc(Cl)cc1` (configuration not stated) is entered as -2% | / | -0.7 | 4% | -1% | 2% | -10% | -3%
`CCOC(=O)C1=C(C)OC(N)=C(C#N)C1c1ccc(O)c(OC)c1` (configuration not stated) is entered as 2% | -9 | 0.5 | 2% | 0% | 1% | -8% | -21%

New compounds follow:
Below each SMILES – EPAC2 antag | PI5P4Ka inh | CCT modulator | EPAC1 ag | WRN helicase inh | MmCpn inh | EPAC1 antagonist | PLK1 PBD inh
COc1cccc(CC(=O)OC(C)C(=O)Nc2ccc(N3CCOCC3)cc2)c1 (configuration not stated)
    8% | 3 | -0.2 | 2% | -1% | 1% | -7% | -2%
Cc1ccc2nc(SCC(=O)NNC(=O)c3ccccc3)[nH]c2c1
    4% | -4 | 0.3 | -2% | 1% | -2% | 2% | -2%
Cn1c(=N)n(CC(O)c2ccco2)c2ccccc21 (configuration not stated)
    6% | -2 | -1.3 | 2% | 3% | -1% | 6% | 1%
COCC1CCCN(Cc2nc(-c3ccc4c(c3)OCO4)no2)C1 (configuration not stated)
    -14% | 3 | 0.3 | 2% | -5% | -1% | 0% | -2%
N/C(Cc1ccc(Cl)cc1)=N\OC(=O)c1ccc2ccccc2c1
    5% | -1 | -3.8 | -9% | -4% | 0% | 10% | 3%
COc1ccccc1NS(=O)(=O)c1ccc(C)c(NC(=O)NCCCl)c1
    -3% | 2 | -0.4 | 6% | -8% | 2% | -4% | -14%

Some of the entries so far, as tab-separated lines:
Structure	EPAC2 antag	PI5P4Ka inh	CCT modulator	EPAC1 ag	WRN helicase inh	MmCpn inh	EPAC1 antagonist	PLK1 PBD inh
Cn1c(=N)n(CC(O)c2ccco2)c2ccccc21 (configuration not stated)	6%	-2	-1.3	2%	3%	-1%	6%	1%
COCC1CCCN(Cc2nc(-c3ccc4c(c3)OCO4)no2)C1 (configuration not stated)	-14%	3	0.3	2%	-5%	-1%	0%	-2%

Only part of the results is shown. The share of hits here may be higher or lower than overall.
